MC4R antagonist: antagonists of human melanocortin 4 receptor (MC4R) | inhibition, % at 6.5 µM | P32245 | hit rate 0.48% among 360,000 | MC4R-expressing cells, MTII-stimulated cAMP, LANCE TR-FRET;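 active means inhibition above its plate's cutoff, the mean of tested wells on that plate plus 3 SD, cut at about 29% in these data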;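 further: 0% = Melanotan II alone and 100% = Melanotan II plus saturating MCL0020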
Target sequence (P32245 whole entry, looked up): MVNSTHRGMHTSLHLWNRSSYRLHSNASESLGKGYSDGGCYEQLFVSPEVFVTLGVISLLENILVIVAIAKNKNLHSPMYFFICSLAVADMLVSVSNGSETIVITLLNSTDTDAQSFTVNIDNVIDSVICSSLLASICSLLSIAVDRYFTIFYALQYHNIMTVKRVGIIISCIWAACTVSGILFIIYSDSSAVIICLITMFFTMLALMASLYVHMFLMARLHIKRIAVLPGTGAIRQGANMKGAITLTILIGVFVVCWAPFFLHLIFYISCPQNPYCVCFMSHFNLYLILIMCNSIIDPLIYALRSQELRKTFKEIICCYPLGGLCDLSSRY
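Material: human MC4R-expressing U2OS cells. Probe or stimulus: Melanotan II challenge. Dosing: 6.5 µM single dose. Times: 30-min compound, 1-h challenge, 1-h detection, room temperature. Technique: TR-FRET with Eu-cAMP and labeled anti-cAMP, 671 nm. Replication: singlicate.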
N-glyco inh: blocks N-linked glycosylation in D54 reporter cells; D54 ERlucT glycosylation luciferase reporter, 24 h; percent of 100 nM tunicamycin response; reporter increase, % at 12.5 µM; hit rate 0.23% among 360,000; AID 588692;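 active means mean luciferase reporter signal, scaled so untreated is 0 and the glycosylation-blocking control 100, at or above a set limit in every replicate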;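 further: luciferase carries N-glycosylation sites so blocking glycosylation raises the light; 0% = median of neutral control wells and 100% = median of 100 nM tunicamycin wells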
hiPSC survival: hiPSC single-cell survival enhancement | ATPlite luminescence; 100% = ROCK inhibitor wells, 0% = DMSO | survival enhancement, % at 20 µM | hit rate 0.044% among 360,000 | AID 602274; in the data active means survival enhancement above about 18%;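 further: cells exposed to compounds for 16 hours before the ATP read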
MC4R ag barr: agonists of human melanocortin 4 receptor (MC4R) beta-arrestin | P32245 | U2OS MC4R beta-arrestin complementation, luminescence; percent of melanotan II response, DMSO zero | activation, % at 8.9 µM | hit rate 0.98% among 360,000;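 active means activation above a per-plate cutoff, the mean activation of sample wells on that plate plus 3 SD, cut at about 8% in these data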
aDG glyco up: alpha-DG glycosylation activation; activation, % at 10 µM; Pro5-aDG cells, alpha-DG glycosylation AlphaScreen (IIH6); 0% Pro5, 100% B10-LARGE cell signal; hit rate 0.22% among 360,000; AID 624168;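 active means activation of at least 8% versus controls, or a plate z-score of at least 8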;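 further: Pro5 are CHO cells carrying HIG-tagged alpha-DG that lacks glycosylation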
Granule exo inh: lytic granule exocytosis inhibition | TALL-104 LAMP-1 surface exposure, flow cytometry; cells stimulated with thapsigargin and PMA | inhibition, % at 10 µM | hit rate 0.66% among 360,000 | AID 651702;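 active means inhibition above about 55%, limit read from the data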
Cardio protect: modulators protecting cardiomyocytes from myocardial damage; H9c2 cardiomyocytes, H2O2 injury protection, ATPLite, 2 h; protection from H2O2 cell death, % at 20 µM; hit rate 0.63% among 360,000; AID 588492;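 active means compounds giving at least 50% protection of heart cells from peroxide-induced death in the single-dose screen, raw or plate-pattern-corrected value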;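 further: 0% = DMSO wells with peroxide and 100% = DMSO wells without peroxide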
HTR2A ag: mouse HTR2A agonism via beta-arrestin recruitment. activation, % at 7.6 µM. hit rate 0.66% among 360,000. CHO-K1 mHTR2A beta-arrestin complementation, luminescence; percent of 30 µM serotonin response;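 active means activation above a run cutoff, the mean activation of all tested compounds plus 3 SD, cut at about 14% in these data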;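 further: 0% = plate median of compound wells and 100% = 30 µM serotonin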
Target sequence (P35363 whole entry, looked up): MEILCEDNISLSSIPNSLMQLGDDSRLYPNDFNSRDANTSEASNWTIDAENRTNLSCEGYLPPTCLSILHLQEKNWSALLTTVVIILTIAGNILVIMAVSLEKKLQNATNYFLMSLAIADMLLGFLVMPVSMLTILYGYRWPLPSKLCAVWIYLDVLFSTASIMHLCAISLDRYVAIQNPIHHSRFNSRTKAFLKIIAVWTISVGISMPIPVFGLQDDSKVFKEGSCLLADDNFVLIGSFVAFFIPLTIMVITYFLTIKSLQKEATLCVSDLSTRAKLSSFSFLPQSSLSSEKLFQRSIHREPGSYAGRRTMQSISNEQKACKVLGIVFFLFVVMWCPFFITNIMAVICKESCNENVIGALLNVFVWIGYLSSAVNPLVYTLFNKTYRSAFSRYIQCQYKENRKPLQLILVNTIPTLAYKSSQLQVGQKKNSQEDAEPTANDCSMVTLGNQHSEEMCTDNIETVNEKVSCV
ABHD5-PLIN5 inh: inhibitors of human ABHD5-perilipin-5 interaction; inhibition, % at 4 µM; hit rate 0.78% among 360,000; Q00G26+Q8WTS1; Split G. princeps luciferase complementation, luminescence, 4 h;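 active means inhibition above the mean inhibition across every tested compound plus 3 SD, cut at about 22% in these data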;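 further: 0% = DMSO only wells and the 100% control is not disclosed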
ABCB6 inh MLPCN: blocks the human ABCB6 transporter. K562-ABCB6 porphyrin accumulation, flow cytometry, 1 h; stronger effect = lower value. Q9NP58. fluorescence ratio to DMSO, % at 10 µM. hit rate 0.19% among 360,000;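 active means fluorescence ratio to DMSO below 75%, the collection mean minus 3 SD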;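 further: signal is porphyrin accumulated inside mitochondria; 100% equals median channel fluorescence of DMSO control wells; lower ratio means ABCB6 inhibition with less porphyrin fluorescence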
The depositor's hits bear a star; / = not tested or not shown.

1. O=C(COC(=O)c1cccc(O)c1)Nc1ccc(Cl)cc1C(=O)c1ccccc1
2. O=C(CCc1nnc2ccc(NCc3ccccc3Cl)nn12)N1CCC2(CC1)OCCO2
3. CC(C)CCNC(=O)c1cc(C(=O)c2cc(Br)ccc2O)cn(CCC(C)C)c1=O
4. O=c1[nH]oc2c1CCNC2
5. Nc1ccc(Br)cc1C(=O)c1ccccc1
6. CC(=O)C1C(N2CC2)CC2C3CC=C4CC(O)CCC4(C)C3CCC21C (configuration not stated)
7. CCC(=O)Nc1cc(C(=O)N2CCC3(CC2)OCCO3)ccc1S(=O)(=O)c1ccc(C)cc1
8. C=CCn1c(O)c(N=Nc2c(C)n(C)n(-c3ccccc3)c2=O)c(=O)[nH]c1=S

Compound,1,2,3,4,5,6,7,8
MC4R antagonist,-5,-1,1,3,14,-6,1,-2
N-glyco inh,-2,0,-9,1,2,0,1,2
hiPSC survival,1.4,0.0,0.1,0.7,-0.3,-3.4,1.0,-0.7
MC4R ag barr,5.3,-2.2,-2.2,-0.4,0.1,-2.6,-0.1,-3.6
aDG glyco up,0.1,0.1,-0.2,-0.1,-0.2,0.2,0.2,0.7
Granule exo inh,4,0,0,-2,-2,-11,-7,-4
Cardio protect,-23,-4,-22,-2,-5,6,2,12
HTR2A ag,7,-3,1,5,-5,33*,3,-9
ABHD5-PLIN5 inh,-6,3,-9,0,-4,1,2,5
ABCB6 inh MLPCN,97,98,106,98,105,100,102,97

9. CCN(CC)CCCOC(=O)C(OC)(c1ccccc1)c1ccccc1
10. CCOc1nc(NC(C)C)nc(N2CC3CC(C2)c2cccc(=O)n2C3)n1 (configuration not stated)
11. CCCCCn1cc(C(=O)C(=O)N2CCOCC2)c2ccccc21
12. COc1ccc(-n2c(Cc3ccccc3)nc3ccccc3c2=O)cc1
13. CCOc1ccc(NC(=O)C2C3c4ccccc4C(c4ccccc43)C2C(=O)O)cc1 (configuration not stated)
14. CC(=O)OC12COC1CC(O)C1(C)C(=O)C(O)C3=C(C)C(O)CC(O)(C(OC(=O)c4ccccc4)C21)C3(C)C (configuration not stated)
15. COCOC1CCC2C3CCC4=CC(=O)CCC4=C3C=CC12C (configuration not stated)
16. CCCC12CN3CCN(C1)CC(CCC)(C3)C2=O

Compound,9,10,11,12,13,14,15,16
MC4R antagonist,1,8,1,1,16,2,13,12
N-glyco inh,-4,-1,1,-5,-2,21,-1,0
hiPSC survival,-0.4,-2.4,0.8,-1.4,-0.7,-2.0,3.3,-0.3
MC4R ag barr,-0.8,0.9,-2.5,-0.7,-1.2,0.2,1.2,2.6
aDG glyco up,0.2,-0.2,-0.1,0.2,0.0,-0.2,0.0,0.0
Granule exo inh,2,-1,4,2,0,1,-2,-4
Cardio protect,-1,-3,3,4,6,6,12,-1
HTR2A ag,-1,11,8,1,1,4,5,5
ABHD5-PLIN5 inh,3,-1,-6,-2,-3,10,-1,-1
ABCB6 inh MLPCN,100,91,98,97,96,102,106,101

17. COc1cccc(C(c2nnnn2-c2c(C)cccc2C)N2CCC(n3c(=O)[nH]c4ccccc43)CC2)c1OC (configuration not stated)
18. COC(=O)CC1(Cc2ccccc2)C(=O)NC(=O)NC1=O
19. CCC(=NCc1ccco1)c1c(O)n(-c2ccc(OC)cc2)c(=O)[nH]c1=O
20. CCN(CC)CCNCC(=O)Nc1ccc(Cl)cc1C(=O)c1ccccc1
21. c1ccc2c(c1)[nH]c1cnccc12
22. COc1ccc(C(=O)O)cc1OC
23. CCOC(=O)C1=Nc2ccccc2/C1=C\c1c(O)n(C)c(=O)n(C)c1=O
24. COCCn1cc(C(=O)N2CCC3(CC2)OCCO3)c2c3ccccc3n(C)c2c1=O

Compound,17,18,19,20,21,22,23,24
MC4R antagonist,/,1,2,-4,-1,0,0,19
N-glyco inh,-7,1,0,5,0,-4,-1,1
hiPSC survival,-0.1,5.9,0.5,-0.6,2.3,2.9,-0.1,2.0
MC4R ag barr,/,-2.1,-0.5,0.0,1.0,-0.6,0.9,-1.6
aDG glyco up,0.0,-0.1,-0.1,3.1,0.0,0.2,0.2,-0.2
Granule exo inh,9,7,3,0,-10,-2,-6,-1
Cardio protect,-5,4,2,6,11,0,-10,11
HTR2A ag,-3,5,-3,0,0,2,-3,2
ABHD5-PLIN5 inh,12,6,5,14,-4,4,9,2
ABCB6 inh MLPCN,95,213,104,100,102,101,101,100

25. Cc1cc2c(C(F)(F)F)cc(=O)oc2c2c1NCCC2
26. CN(C)CC1CCCCC1OC(=O)Cc1ccc(Cl)c([N+](=O)[O-])c1 (configuration not stated)
27. CCN(CC)c1ccc(/C=N/c2sc3c(c2C#N)C2CCN3CC2)c(O)c1
28. CCNCC(O)c1cccc(O)c1 (configuration not stated)
29. COC(=O)C1=C(c2ccccc2OCc2ccccc2)C[C@@H]2CC[C@H]1N2C
30. COC(=O)C1=C(c2cccc(OCc3ccccc3)c2)C[C@@H]2CC[C@H]1N2C(=O)NC1CCN(Cc2ccccc2)CC1
31. C[C@]12CCC3C(CC[C@@H]4C[C@H](O)CC[C@]34C)C1CCC2=O (some centres not stated)
32. O=C1NC(=S)NC(=O)C1=Cc1ccc2c(c1)CCN2CCCCl

Compound,25,26,27,28,29,30,31,32
MC4R antagonist,-21,-1,-2,2,-3,-1,14,-2
N-glyco inh,0,0,-1,0,-3,-7,-1,-1
hiPSC survival,1.2,3.7,6.1,2.4,-0.1,-3.3,-3.6,-0.2
MC4R ag barr,0.1,-0.9,-2.1,-0.1,0.6,0.5,1.2,-1.7
aDG glyco up,0.2,-0.1,0.3,-0.1,0.0,1.9,0.0,0.0
Granule exo inh,11,-2,-4,-4,-1,23,-3,-5
Cardio protect,-6,-1,0,-1,8,5,3,8
HTR2A ag,3,-2,1,7,-6,-15,6,-4
ABHD5-PLIN5 inh,1,-5,-6,-12,8,-1,7,-17
ABCB6 inh MLPCN,95,97,328,94,95,103,105,101

Pulled by structure from the list above:
28. CCNCC(O)c1cccc(O)c1 (configuration not stated)
31. C[C@]12CCC3C(CC[C@@H]4C[C@H](O)CC[C@]34C)C1CCC2=O (some centres not stated)
32. O=C1NC(=S)NC(=O)C1=Cc1ccc2c(c1)CCN2CCCCl

Compound,28,31,32
MC4R antagonist,2,14,-2
N-glyco inh,0,-1,-1
hiPSC survival,2.4,-3.6,-0.2
MC4R ag barr,-0.1,1.2,-1.7
aDG glyco up,-0.1,0.0,0.0
Granule exo inh,-4,-3,-5
Cardio protect,-1,3,8
HTR2A ag,7,6,-4
ABHD5-PLIN5 inh,-12,7,-17
ABCB6 inh MLPCN,94,105,101

(list continues)
33. COc1ccc(N=Cc2c(O)n(-c3ccc(C)cc3)c(=O)[nH]c2=O)cc1
34. NC(Cc1ccc(F)cc1)c1csc(Nc2cnccn2)n1 (configuration not stated)
35. COc1ccc(C(=O)Cn2c(NCCCl)nc3ccccc32)cc1
36. O=S(=O)(c1ccc(Cl)cc1)N1CCCCC1c1cccnc1 (configuration not stated)
37. COC(=O)CNC(=O)c1cn(CCC#N)nc1-c1ccc(F)cc1
38. CCCCCCC(=O)N/N=C/c1c(O)n(CCCC)c(=S)[nH]c1=O
39. Cc1nc2cc(F)ccc2n1C1CCN(Cc2nnnn2CCc2ccccc2)CC1
40. CC(C)OC1CCCC(O)C1CC(=O)O (configuration not stated)

Compound,33,34,35,36,37,38,39,40
MC4R antagonist,9,0,6,7,12,11,3,7
N-glyco inh,2,-4,-1,2,1,-1,-1,3
hiPSC survival,-0.6,3.7,-0.4,0.5,0.4,0.0,4.3,-0.7
MC4R ag barr,-1.4,-1.9,-1.7,-1.2,-1.6,-1.0,-1.1,-0.2
aDG glyco up,0.2,0.7,0.0,0.0,-0.1,0.0,0.3,0.0
Granule exo inh,-3,1,-1,0,3,-48,-1,2
Cardio protect,1,1,4,-2,6,9,10,-8
HTR2A ag,-3,-2,-2,5,2,-7,2,1
ABHD5-PLIN5 inh,0,15,4,-1,-3,8,6,2
ABCB6 inh MLPCN,107,101,98,99,104,102,103,98

41. C[C@]12CC[C@H](O)CC1=CC(=O)C1C2CC[C@]2(C)C(=O)CCC12 (some centres not stated)
42. O=C(c1ccc(-c2ccccc2)c(F)c1)C1CCCN(CCO)C1 (configuration not stated)
43. Cc1nc2c(C(=O)N3CCC4(CC3)OCCO4)cnn2c(C)c1Cc1cccc(Cl)c1
44. COC(=O)C1=C(c2ccc(S(C)(=O)=O)cc2)C[C@@H]2CC[C@H]1N2C(=O)N1CCCC1
45. c1ccc(CN2CCc3nc4ccccc4cc3C2)cc1
46. CSCCC(c1nnnn1-c1c(C)cccc1C)N1CCC(n2c(=O)[nH]c3ccccc32)CC1 (configuration not stated)
47. COC(=O)C12CCc3cc(OC)ccc3C1=CC(=O)C2 (configuration not stated)
48. c1ccc2c3c([nH]c2c1)CNCC3

Compound,41,42,43,44,45,46,47,48
MC4R antagonist,5,-4,6,6,5,/,7,-1
N-glyco inh,-1,-6,-2,1,0,-2,-1,-1
hiPSC survival,0.0,2.9,-0.2,0.5,-0.2,0.4,-0.9,-2.2
MC4R ag barr,0.3,-0.5,-1.3,-0.2,-0.7,/,-0.4,-1.1
aDG glyco up,0.0,1.4,-0.1,-0.5,-0.1,-0.6,-0.3,-0.1
Granule exo inh,0,8,0,-3,-8,14,-2,-2
Cardio protect,14,12,-2,-7,-4,-5,2,4
HTR2A ag,5,-8,-1,2,8,10,1,4
ABHD5-PLIN5 inh,8,8,3,10,8,9,10,-6
ABCB6 inh MLPCN,100,99,98,101,100,96,102,131

49. CCN1CC2(COC(=O)c3ccccc3N)CCC(OC)C34C5CC6C(OC)CC(O)(C5C6OC)C(O)(C(OC)C23)C14 (configuration not stated)
50. Cc1ccc(NC(=O)[C@@H](NC(=O)N2C[C@H]3C[C@@H](C2)c2cccc(=O)n2C3)C(C)C)cc1
51. C/C1=C\[C@@H](C)C/C=C/[C@H]2[C@@H]3O[C@]3(C)[C@@H](C)[C@H]3[C@H](Cc4c[nH]c5ccccc45)NC(=O)[C@]32C(=O)/C=C/C(=O)[C@@H]1O
52. CO[C@H]1C=CCCC=CC(=O)O[C@H]([C@H](C)C(=O)CCCC2CC(=O)NC(=O)C2)C(C)=C[C@@H](C)[C@@H]1O
53. CC1CCC(C(C)C)C(OC(=O)Cn2c(COc3ccccc3)[n+](C)c3ccccc32)C1 (configuration not stated)
54. S=P(N1CCOCC1)(N1CC1)N1CC1
55. COc1ccc(-n2c(-c3ccco3)nc3ccccc3c2=O)cc1

Compound,49,50,51,52,53,54,55
MC4R antagonist,-1,5,-13,/,-11,1,-1
N-glyco inh,1,2,6,/,10,1,-2
hiPSC survival,0.2,-0.6,0.2,0.4,-0.9,-0.8,0.1
MC4R ag barr,-0.6,-1.5,-1.6,/,29*,-1.4,-0.4
aDG glyco up,0.1,-0.1,0.0,0.0,-0.1,0.1,0.7
Granule exo inh,0,-3,45,-2,84*,2,-2
Cardio protect,8,1,-16,/,-20,0,3
HTR2A ag,1,-4,22*,1,-8,7,3
ABHD5-PLIN5 inh,-3,-7,70*,3,29*,21,5
ABCB6 inh MLPCN,99,99,91,102,97,106,97

Source: PubChem BioAssay (several laboratories)

Only part of the results is shown, so the mix of outcomes need not match the whole.
